High-throughput results (PubChem)
Bcl-2 Bim block: disrupts Bim peptide binding to human Bcl-2 | P10415 | Bead-based flow cytometry, Bim peptide-Bcl-2 binding | inhibition, % at 10 µM | 0.06% of 190,000 active | AID 950; in the data active means inhibition above about 40%; inconclusive means no clear call, values can overlap the other calls;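 further: 0% = no compound wells with probe peptide and 100% = reference peptide inhibitor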
Target sequence (P10415 whole entry, looked up): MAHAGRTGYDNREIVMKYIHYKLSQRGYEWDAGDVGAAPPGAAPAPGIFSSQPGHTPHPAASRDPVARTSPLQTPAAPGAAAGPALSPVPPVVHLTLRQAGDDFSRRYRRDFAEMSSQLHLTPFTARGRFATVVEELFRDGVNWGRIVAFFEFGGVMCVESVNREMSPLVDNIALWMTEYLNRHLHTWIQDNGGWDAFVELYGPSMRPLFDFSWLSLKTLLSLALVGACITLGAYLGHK
ABCB1 inh: blocks JC-1 efflux by human ABCB1 transporter | P08183 | CCRF-Adr cells, flow cytometry | inhibition, % at 6.6 µM | 0.067% of 190,000 active | AID 1326; in the data active means inhibition above about 40%;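 further: 0% = vehicle and 100% = reference inhibitor; higher value means more JC-1 retained so stronger ABCB1 efflux block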
GSH fluor: compound fluoresces at 488/530 nm on GSH beads | GSH beads flow cytometry, compound fluorescence 488/530 nm; active compounds read high | fluorescence (KMESF) at 10 µM | 0.25% of 190,000 active; in the data active means fluorescence above about 89;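 further: glutathione beads carrying GST-tagged Bcl family fusion proteins plus one bare bead set; values are compound well signal with DMSO vehicle wells as background; inactives centre near 16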
Bim-Bfl-1: disrupts Bim binding to human Bfl-1; inhibition, % at 10 µM; Q16548; Bead-based flow cytometry, Bim-Bfl-1 binding inhibition; 0.12% of 190,000 active;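 further: 0% = wells without compound plus tracer and 100% = blocker peptide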
RGS4-Gao reg: modulates binding of RGS4 to human Galphao | P09471 | binding response (% of control), % at 10 µM | Multiplexed bead flow cytometry; actives lie on both sides | 0.33% of 220,000 active; in the data active means binding response below about 49% or above about 150%; inactive means in between;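 further: fluorescent Galphao activated with aluminum fluoride binding bead-coupled RGS4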
Target sequence (P09471 whole entry, looked up): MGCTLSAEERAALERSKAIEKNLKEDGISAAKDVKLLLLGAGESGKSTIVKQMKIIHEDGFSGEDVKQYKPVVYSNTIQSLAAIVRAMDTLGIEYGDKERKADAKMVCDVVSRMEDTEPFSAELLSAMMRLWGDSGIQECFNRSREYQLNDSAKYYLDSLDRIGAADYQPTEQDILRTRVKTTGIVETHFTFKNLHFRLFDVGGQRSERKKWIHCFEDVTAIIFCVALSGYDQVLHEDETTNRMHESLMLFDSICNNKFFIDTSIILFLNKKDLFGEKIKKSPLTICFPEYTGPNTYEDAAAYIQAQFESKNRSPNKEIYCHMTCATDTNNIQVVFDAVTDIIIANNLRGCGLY
RGS7-Gao reg: human RGS7-Galphao interaction regulation. Multiplexed bead flow cytometry, RGS7-Galphao binding; actives lie on both sides. 0.35% of 220,000 active. binding response (% of control), % at 10 µM. P09471; in the data active means binding response below about 49% or above about 150%; inconclusive means no clear call, values can overlap the other calls; inactive means in between;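 further: fluorescent Galphao held in activated GDP-AlF4 state binding bead-coupled RGS7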
RGS8-Gao reg: human RGS8-Galphao interaction regulation. P09471. multiplexed bead flow cytometry, RGS8-Galphao binding; actives lie on both sides. response (percent of control binding), % at 10 µM. 0.34% of 220,000 active. AID 1423; in the data active means response below about 60% or above about 140%; inactive means in between;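 further: Galphao activated as the GDP aluminium fluoride complex binding bead-coupled RGS8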
Bim-Bcl-XL: disrupts Bim peptide binding to human Bcl-XL | inhibition, % at 10 µM | bead flow cytometry, fluorescence | 0.04% of 190,000 active
ABCG2 block: human ABCG2 inhibition, ABCB1 as counter-screen. 0.1% of 190,000 active. inhibition, % at 6.6 µM. AID 1325. Q9UNQ0. IgMXP3 cells, JC-1 efflux, flow cytometry;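 active means inhibition above 80%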;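 further: 0% = DMSO and 100% = nicardipine control wells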
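Test system: ABCG2 IgMXP3 and barcoded ABCB1 CCRF-Adr cell mix; Schedule: cells with compound and JC-1, 10 min at 25 °C, rotating, no wash; Technique: flow cytometry of retained JC-1 fluorescence; Measure: % inhibition of efflux relative to nicardipine and DMSO; Controls: nicardipine high and DMSO low controls.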
Bcl-W Bim block: human Bim-Bcl-W interaction inhibition; bead-based flow cytometry, Bim peptide-Bcl-W binding; AID 952; inhibition, % at 10 µM; Q92843; 0.02% of 190,000 active;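 further: 0% = bound tracer without compound and 100% = peptide blocker; higher means less fluorescent Bim peptide bound to Bcl-W beads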
Target sequence (Q92843 whole entry, looked up): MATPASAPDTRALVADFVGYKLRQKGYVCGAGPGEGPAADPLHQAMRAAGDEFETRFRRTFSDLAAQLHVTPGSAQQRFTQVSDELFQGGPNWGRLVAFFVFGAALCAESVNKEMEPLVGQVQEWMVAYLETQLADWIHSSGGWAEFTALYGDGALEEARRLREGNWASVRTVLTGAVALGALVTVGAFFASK
Bim-Bcl-B: disrupts Bim peptide binding to human Bcl-B. AID 951. inhibition, % at 10 µM. 0.073% of 190,000 active. bead-based flow cytometry;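 further: 0% = tracer peptide without compound and 100% = reference inhibitor peptide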
Target sequence (Q9HD36 whole entry, looked up): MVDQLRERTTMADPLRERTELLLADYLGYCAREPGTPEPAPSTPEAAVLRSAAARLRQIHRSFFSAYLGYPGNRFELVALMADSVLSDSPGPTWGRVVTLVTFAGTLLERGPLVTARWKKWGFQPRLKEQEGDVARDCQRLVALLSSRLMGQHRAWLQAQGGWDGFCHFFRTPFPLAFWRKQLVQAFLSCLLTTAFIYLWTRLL
Starred values were filed as active, the others as inactive; ? = inconclusive. Unless noted, no stated cut-off is given here; in the data, active means inhibition above about 40%.

SMILES | Bcl-2 Bim block | ABCB1 inh | GSH fluor | Bim-Bfl-1 | RGS4-Gao reg | RGS7-Gao reg | RGS8-Gao reg | Bim-Bcl-XL | ABCG2 block | Bcl-W Bim block | Bim-Bcl-B
CCCN(Cc1cc2ccc(C)cc2[nH]c1=O)C(=O)c1cccnc1 | -7 | 0.5 | 22 | -12 | 101 | 103 | 99 | -6 | 1 | 0 | -9
O=C(Cn1cnc2ccccc2c1=O)c1ccc2c(c1)OCCO2 | -11 | 0.4 | 22 | -10 | 103 | 102 | 101 | -7 | -1 | -2 | -7
CCN1CCN(c2cc(C)c3cc(NC(=S)NCc4cccs4)ccc3n2)CC1 | 1 | -1.4 | 16 | 4 | 106 | ? | 102 | -1 | -2 | -2 | -3
O=C(CSc1ccc(-c2ccco2)nn1)c1ccc(F)cc1 | -2 | -0.1 | 18 | -8 | 97 | 98 | 97 | -12 | 0 | -6 | -12
Cc1nn(Cc2ccccc2)c2c1C(c1ccccc1)C(C#N)=C(N)O2 (stereo not given) | -6 | 0.3 | 18 | 3 | 99 | 99 | 104 | 0 | 0 | 0 | 3
CCCC(=O)NC(c1ccco1)c1cc(Cl)c2cccnc2c1O (stereo not given) | 0 | 1.3 | 18 | 2 | 94 | 99 | 98 | 0 | 9 | 0 | 0
CC(C)CCN1CCN(Cc2cccn2-c2ccc(Cl)cn2)CC1CCO (stereo not given) | -1 | 0.8 | 11 | -3 | 103 | 103 | 102 | -5 | -1 | 0 | -3
C=CCn1c(NC(=O)CC)c(C(=O)OCC)sc1=S | -4 | -0.1 | 12 | -7 | 98 | 98 | 100 | -7 | -1 | 2 | -8
COc1ccccc1/C=N\N=C(\N)c1ccccn1 | -3 | -0.8 | 6 | 0 | 98 | 99 | 102 | 0 | -2 | 1 | -1
CC(Sc1nc2ccccc2[nH]1)C(=O)Nc1ccc2c(c1)OCCO2 (stereo not given) | 0 | 0.0 | 14 | 0 | 96 | 93 | 102 | 0 | 0 | -1 | 0
Cc1cccc(NC(=O)CSc2nnc(Cn3cnc4ccccc43)o2)c1 | -1 | 0.1 | 18 | 2 | 99 | 100 | 100 | -5 | 2 | -3 | -6
O=C(CC(c1ccc(F)cc1)c1ccco1)N1CCCC1 (stereo not given) | -7 | 0.0 | 14 | -10 | 96 | 96 | 99 | -6 | 0 | -5 | -9
COc1ccc2c(c1)CC/C(=C\c1ccc(OC)c(Cn3nc(C)cc3C)c1)C2=O | -2 | 4.0 | 52 | -11 | 99 | 99 | 104 | 6 | 10 | 6 | -6
CN(C)S(=O)(=O)c1ccc(C(=O)NCC(=O)N/N=C/c2ccccc2Cl)cc1 | 1 | -0.4 | 13 | 2 | 104 | 102 | 105 | 0 | 0 | 1 | -3
CCN(CC)c1ccc(NC(=O)CN2CCN(CC(=O)Nc3ccc(F)cc3)CC2)cc1 | -9 | 1.8 | 24 | -15 | 98 | 100 | 101 | -4 | 4 | 1 | -9
Cc1ccc2nc(C)c(C)nc2c1N | -11 | -8.8 | 11 | -10 | 102 | 99 | 99 | -3 | -10 | 2 | -7
COC(=O)c1[nH]c2ccccc2c1NC(=O)CN1CCN(Cc2ccc3c(c2)OCO3)CC1 | -9 | 1.0 | 20 | -12 | 100 | 101 | 101 | -3 | 3 | 0 | -10
Cc1ccc(S(=O)(=O)CCC(=O)OCn2nnc3ccccc3c2=O)cc1 | 0 | 0.5 | 15 | -3 | 72 | 82 | 91 | -1 | 2 | 1 | -2
COc1cc(/C=C(/C#N)c2nc3ccccc3[nH]2)ccc1OC(=O)c1ccco1 | -14 | 0.6 | 57 | -13 | 102 | 99 | 101 | 2 | 2 | -1 | -11
CC(SCc1cn2cc(Cl)ccc2n1)C(=O)O (stereo not given) | -2 | 0.0 | 24 | -3 | 104 | 100 | 101 | 3 | 0 | 0 | 0
N#Cc1ccc(Sc2nc3ccccc3[nH]2)cc1C#N | -2 | 0.2 | 26 | 0 | 99 | 101 | 94 | -3 | 3 | 1 | 0
Cc1c(Cc2ccccc2)sc(/N=C/c2ccc3ccccc3c2)c1C(N)=O | -1 | -0.5 | 10 | 2 | 106 | 106 | 103 | -6 | -4 | -5 | -6
CN(C)CCCN(C(=O)CCOc1ccccc1)c1nc2ccc(F)cc2s1 | -5 | 0.3 | 13 | -2 | 103 | 95 | 103 | -4 | 0 | -4 | -6
CCC(Oc1ccccc1)C(=O)Nc1ccsc1C(=O)OC (stereo not given) | -4 | 1.7 | 2 | 0 | 90 | 91 | 85 | -5 | 18 | -1 | -9
CCc1ccc(NC(=O)CC2C(=O)Nc3c2c(=O)n(C)c(=O)n3C)cc1 (stereo not given) | -2 | 0.0 | 22 | -2 | 100 | 102 | 102 | -3 | 0 | -4 | 0
CC(C)N(CC(=O)Nc1ccc(Cl)cc1C(F)(F)F)C(=O)CCl | -4 | 0.1 | 13 | -5 | 101 | ? | 101 | -7 | 2 | -3 | -5
CCCCC(=O)N/N=C/c1ccc(Sc2cccc3cccnc23)o1 | -6 | 1.2 | 55 | -4 | 111 | 112 | 102 | -3 | 8 | 0 | -1
CCOC(=O)C1=C(C)N(c2ccccc2)C(=O)/C1=C\c1cccs1 | -4 | 2.1 | 12 | -6 | 103 | 100 | 100 | -1 | 26 | 3 | -1
O=C(Nc1ccc2oc(-c3ccccc3Cl)nc2c1)c1ncn[nH]1 | 3 | 0.0 | 12 | 2 | 100 | 107 | 102 | 0 | 1 | 0 | 0
COc1cc(NC(=S)NNC(=O)CC(C)C)c(OC)cc1Cl | -5 | 0.3 | 17 | -8 | 102 | 106 | 107 | -4 | 1 | -2 | -1
Cc1nnc(SCC(=O)Nc2sccc2C#N)n1Cc1ccccc1 | -12 | -0.1 | 26 | -17 | 99 | 99 | 101 | -8 | 10 | -1 | -8
O=C(NCC1CCCO1)C(c1ccncc1)N(Cc1cccs1)C(=O)Cn1nnc(-c2ccc(F)cc2)n1 (stereo not given) | 0 | -1.9 | 13 | -4 | 103 | 105 | 103 | -3 | -2 | 0 | 0
CSc1nnc(-c2sc3cc(C(F)(F)F)cnc3c2-c2ccccc2)n1C | -6 | 0.6 | 35 | -9 | 101 | 101 | 101 | -5 | 5 | -2 | -6
O=C(/C=C/c1ccc([N+](=O)[O-])cc1)NCCc1ccc(F)cc1 | -2 | 0.3 | 19 | -4 | 89 | 89 | 99 | -4 | 3 | -3 | -4
Cn1c(COc2ccc(Cl)cc2)nnc1SCC(=O)Nc1ccc2c(c1)CCC2 | 0 | 0.2 | 13 | 1 | 97 | 101 | 97 | -7 | 4 | -5 | 0
CCC1=NN2C(=N)/C(=C\c3cccn3-c3cccc(Cl)c3)C(=O)N=C2S1 | 0 | 0.6 | 9 | -2 | 93 | 97 | 99 | -5 | 1 | 0 | -3
CC1CN(C(=O)c2cc([N+](=O)[O-])cc([N+](=O)[O-])c2)CC(C)O1 (stereo not given) | -1 | 0.7 | 11 | -2 | 92 | 90 | 98 | 0 | 1 | 0 | 1
Cc1ccsc1/C=N\NC(=O)CC(=O)NCc1ccccc1 | -3 | 0.2 | 14 | -7 | 104 | ? | 101 | -2 | 1 | -3 | -9
O=C(CCCN1C(=O)c2ccccc2C1=O)Nc1c(C(=O)C2CC2)oc2ccccc12 | -8 | 0.1 | 21 | -12 | 105 | 109 | 106 | -1 | 1 | -1 | -8
Cc1cc(C)n(CC2CC(=O)N(c3ccc(Cl)c(Cl)c3)C2=O)n1 (stereo not given) | -3 | 1.3 | 29 | -1 | 62 | 71 | 73 | -2 | 8 | 0 | 0
CCOc1ccc2nc(NC(=O)c3ccc(OC)c(S(=O)(=O)N4CCOCC4)c3)sc2c1 | -9 | 0.0 | 36 | -11 | 98 | 101 | 102 | -6 | -1 | 0 | -6
Cc1ccc(N2C(=S)NC3c4cc(Cl)ccc4OC2(C)C3C(=O)N(C)C)cc1 (stereo not given) | -4 | 0.4 | 18 | -7 | 89 | 94 | 96 | -5 | -1 | -3 | -9
CCOC(=O)c1oc2cccc(OC(C)=O)c2c1C | -9 | -0.1 | 26 | -16 | 101 | 99 | 100 | -5 | 3 | -3 | -9
NS(=O)(=O)c1ccc(NC(=S)N2CCN(c3cccc(Cl)c3)CC2)cc1 | 0 | 0.5 | 13 | 2 | 103 | 132 | 92 | 0 | -3 | -4 | -2
Cc1nn(-c2ccccc2)c(C)c1/C=N/n1c(-c2ccncc2)n[nH]c1=S | 1 | 1.9 | 20 | 5 | 101 | 101 | 99 | 0 | 8 | 5 | -30
O=C(N/N=C/c1cc2c(cc1Br)OCO2)c1c[nH]c2ccccc12 | 0 | -0.5 | 11 | -6 | 97 | ? | 97 | -1 | -1 | -2 | -6
COC(=O)CC1C(=O)NCCN1C(=O)CSc1nc2cc(Cl)ccc2o1 (stereo not given) | -2 | -0.3 | 13 | -2 | 99 | ? | 99 | 0 | 0 | -3 | -2
Cc1ccc(-c2cc(C(=O)N/N=C/C(Br)=C/c3ccccc3)n[nH]2)o1 | 16 | -0.8 | 22 | 7 | 96 | 95 | 90 | 0 | -1 | -2 | -1
Cc1nnn(-c2nonc2N)c1C(=O)N/N=C/c1cccc2ccccc12 | -5 | -0.6 | 11 | -7 | 98 | 96 | 102 | -8 | 11 | -5 | -9
Cc1ccc(S(=O)(=O)Nc2cccnc2)cc1 | -3 | 0.1 | 28 | -1 | 106 | 102 | 103 | 0 | 1 | -1 | -3
Cc1cccc(-n2c(SCC(=O)Nc3ncc(Cl)cc3Cl)nc3ccccc32)c1 | -2 | 16 | 13 | -4 | 96 | 96 | 98 | -2 | 6 | 0 | -7
C/C=C(/C)C(=O)O[C@@H]1[C@H](OC(=O)C=C(C)C)c2c(ccc3ccc(=O)oc23)OC1(C)C | 1 | 1.5 | 17 | 0 | 102 | 105 | 103 | -1 | 22 | 0 | -3
Cc1cc(=O)[nH]c(SCc2cn3ccccc3n2)n1 | -4 | 0.4 | 10 | -5 | 105 | 105 | 103 | 0 | 1 | 1 | -2
Clc1ccc(-c2cc(COc3ccc4ccccc4c3)no2)cc1 | -10 | 0.2 | 14 | -13 | 100 | 98 | 102 | -2 | 0 | 1 | -8
O=C(CC1NCCNC1=O)Nc1ccccc1 (stereo not given) | 0 | -0.4 | 20 | -4 | 100 | ? | 102 | -1 | 4 | -1 | -3
Cn1ncc(C#N)c1/N=C/N1CCOCC1 | 0 | 0.2 | 10 | -8 | 98 | 100 | 98 | 1 | 0 | 2 | -1

3 of these compounds, set out differently.
Below each compound: Bcl-2 Bim block	ABCB1 inh	GSH fluor	Bim-Bfl-1	RGS4-Gao reg	RGS7-Gao reg	RGS8-Gao reg	Bim-Bcl-XL	ABCG2 block	Bcl-W Bim block	Bim-Bcl-B
> CC(C)N(CC(=O)Nc1ccc(Cl)cc1C(F)(F)F)C(=O)CCl
 : -4	0.1	13	-5	101	?	101	-7	2	-3	-5
> CCN1CCN(c2cc(C)c3cc(NC(=S)NCc4cccs4)ccc3n2)CC1
 : 1	-1.4	16	4	106	?	102	-1	-2	-2	-3
> CCN(CC)c1ccc(NC(=O)CN2CCN(CC(=O)Nc3ccc(F)cc3)CC2)cc1
 : -9	1.8	24	-15	98	100	101	-4	4	1	-9

Compounds as they come; about 1.1% have a hit in one of these screens.
